Assay outcomes as filed in PubChem BioAssay.
PAX8 inh HTS: inhibitors of PAX8-driven TPO luciferase reporter, primary screen, RMG-I cells, single concentration; inhibition, % at 12.6 µM; SteadyGlo, 24 h; 360,000 tested, 1.2% active;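 active means mean replicate inhibition at least 60% with every replicate also reaching 60%; inconclusive means only one of the two criteria is met; inactive means mean below 60% and not all replicates reaching 60%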;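 further: luciferase light reporting Pax8 driven TPO promoter activity; plate controls were median of neutral control wells for no effect and mitoxantrone controls for full effect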
Cneo AK release: Cryptococcus neoformans cell lysis inducers, primary screen, AK release luminescence, single concentration. C. neoformans lysis, adenylate kinase release luminescence, 4 h; normalised: neutral wells 0, clomiphene wells 100. AID 651654, 2012. 360,000 tested, 0.2% active. lysis activity, % at 15 µM;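 active means mean lysis activity across replicates of at least 80%, whatever share of replicates individually reach that level; inactive means mean lysis activity below 80%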
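Test system: log-phase Cryptococcus neoformans yeast cells; Quantity: yeast cell density of 5 × 10^6 cells/mL; Buffer or medium: YPD; Doses: single compound concentration per well; Timing: 4 h at 37 °C static, read 1 h later; Measured by: AK luminescence; Read-out basis: lysis from increased AK signal; Control set: Clomiphene as positive control.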
CASP6 VEID inh: human caspase-6 inhibitors, primary screen, biochemical, VEID-R110 fluorescence, single point, set 2; P55212; purified caspase-6, Z-VEID-R110 cleavage fluorescence; inhibition, % at 12.5 µM; 350,000 tested, 0.53% active; AID 686996, 2013;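 active means mean inhibition across replicates at least about 35%, with every replicate also reaching that limit, limit read from the data; inconclusive means only one of the two criteria met; inactive means neither criterion met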;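 further: 0% = median of neutral control wells and 100% = no fluorescence left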
Target sequence (P55212 24-179 limits assumed): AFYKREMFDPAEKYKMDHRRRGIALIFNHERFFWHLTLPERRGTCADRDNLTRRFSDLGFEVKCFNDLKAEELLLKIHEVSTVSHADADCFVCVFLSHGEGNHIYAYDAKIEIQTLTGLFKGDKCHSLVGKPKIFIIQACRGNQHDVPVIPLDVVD
Target sequence (P55212 194-293 limits assumed): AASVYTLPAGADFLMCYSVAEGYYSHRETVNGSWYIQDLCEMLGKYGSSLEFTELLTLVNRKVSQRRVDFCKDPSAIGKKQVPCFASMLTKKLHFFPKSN
PGC1a acetyl inh: inhibitors of PGC1a acetylation signal, primary screen, cell-based, U2OS, AlphaScreen, inhibitor mode; AlphaScreen anti-acetyl-lysine; with virally co-expressed GCN5 acetyltransferase; inhibition, % at 15.6 µM; 350,000 tested, 0.17% active; AID 651687, 2012;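 active means every replicate shows inhibition of at least 40%; inconclusive means mean inhibition at least 40% but some replicate below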;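 further: 0% = neutral control wells and 100% = positive control wells; some results beyond the cut were filed as inactive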
FN deposition inh: inhibitors of fibronectin matrix deposition, primary screen, AH1F cells, Alexa488-fibronectin fluorescence, plate reader; AH1F fibroblasts, overnight; inhibition, % at 12.6 µM; 350,000 tested, 0.086% active;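 active means mean inhibition across replicates of 30% or more, regardless of how many single replicates reach that level; inconclusive means mean under 30% yet at least half of replicates reach 30%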;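 further: positive control wells lacked labelled fibronectin entirely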
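Material – AH1F fibroblast monolayer, labelled fibronectin deposition · Reagent – labelled fibronectin 24 nM · Timing – 1 h adhesion, overnight exposure · Measured by – fluorescence at 485 nm excitation, 525 nm emission · Read-out – inhibition of fibronectin deposition signal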
EWS-Fli inh: EWS/Fli-driven NR0B1 reporter inhibitors, primary screen, A673 cells, NR0B1 luciferase, luminescence, MLPCN library. viability-normalised. inhibition, % at 12.6 µM. 350,000 tested, 0.67% active. AID 651661, 2012;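 active means mean inhibition of at least 50% after viability correction, with every replicate also passing that limit; inconclusive means mean reaches 50% but only one of two replicates passes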;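 further: firefly luciferase signal divided by Alamar Blue viability fluorescence both relative to DMSO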
miR-122 sensor: miR-122 Renilla sensor signal increase in Huh7, primary screen, miR-122 inhibitor project, cell-based, single point, plate reader. Huh7 miR-122 Renilla luciferase sensor, 48 h; neutral wells = 0, positive control = 100. activation (reporter increase), % at 12.5 µM. 340,000 tested, 0.3% active. AID 602342, 2012;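 active means mean replicate activation score at least 90 and every replicate individually at or above 90; inconclusive means only one of the two criteria met; inactive means neither criterion met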;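 further: higher luciferase means less miR-122 activity so hits act as miR-122 inhibitors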
LGR2 inh: inhibitors of bursicon-induced LGR2 CRE-luciferase signal, primary screen, cell-based, HEK293, CRE-luciferase reporter, bursicon stimulation; bursicon-stimulated, 4 h; inhibition, % at 9.99 µM; 380,000 tested, 0.35% active; AID 720647, 2013;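 active means drop in luminescence signal, shown as inhibition above about 50% in the replicate tests, limit read from the data, passing the limit was not always enough; inconclusive means probably only some replicates passing the limit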;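 further: agonist challenge used bursicon conditioned medium at about half maximal strength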
* marks the source's active call; other numbers are inactive results; u = inconclusive; x = no result given; [ ] = remark or other dose.

Structure	PAX8 inh HTS	Cneo AK release	CASP6 VEID inh	PGC1a acetyl inh	FN deposition inh	EWS-Fli inh	miR-122 sensor	LGR2 inh
C[C@@H]1CCCCO[C@@H](CN(C)C(=O)NC2CCCCC2)[C@@H](C)CN([C@H](C)CO)C(=O)c2cc(NC(=O)Nc3ccc(F)cc3)ccc2O1	-2	0	1	x	-2	-14	17[16.7 µM]	-14
O=C(C1CCC1)N1C[C@@H]2[C@H](c3ccccc31)[C@H](CO)N2C(=O)Nc1cccc(F)c1	-6	-3	0	-11	-6	3	0[16.7 µM]	-4
COc1ccc(-c2noc(CCC(=O)N3CCN(c4ccc(Br)cc4)CC3)n2)cc1	2	1	3	3	-2	3	-4	-8
COc1ccc2c(c1)c1nc3n(c(=O)c1n2CC(=O)Nc1ccccc1)CCCS3	9	-4	1	x	3	x	x	10
COC(=O)C[C@@H]1CC[C@@H](NC(C)=O)[C@@H](CO)O1	-3	x	1	x	1	3	x	4
CC(C)c1ccc(NC(=O)C2Cc3c(-c4ccc(Cl)cc4)ccnc3O2)cc1 (configuration not stated)	13	1	-1	x	-4	-12	x	24
COc1ccccc1C#Cc1ccc2c(c1)O[C@@H](CN(C)C(C)=O)[C@H](C)CN([C@@H](C)CO)S2(=O)=O	x	-10	5	-4	3	8	10[16.7 µM]	1
CC(/C=C1\N=C(SCc2ccccc2Cl)SC1=O)=C\c1ccccc1	-8	1	x	6	1	x	-5	x
C[C@H](CO)N1C[C@H](C)[C@@H](CN(C)Cc2ccc(Cl)c(Cl)c2)Oc2ccc(NC(=O)Cn3cnnn3)cc2CC1=O	-10	-1	-1	-2	-7	23	3[16.7 µM]	15
CC(Nc1nc(N2CCN(S(C)(=O)=O)CC2)nc2ccccc12)c1ccccc1 (configuration not stated)	x	2	x	-14	6	x	-1	x
CC1CCCC(C)N1/N=C/c1ccccc1C(=O)O (configuration not stated)	-11	x	2	-7	-5	13	x	6
Cc1cccc(CS(=O)(=O)c2ncc(Cl)c(C(=O)NCc3ccccc3)n2)c1	4	7	5	-4	22	x	-3	-17

New compounds follow.
Structure	PAX8 inh HTS	Cneo AK release	CASP6 VEID inh	PGC1a acetyl inh	FN deposition inh	EWS-Fli inh	miR-122 sensor	LGR2 inh
N#Cc1cc2cc3c(cc2nc1Cl)OCCO3	-21	x	-1	1	2	-54	-2	-56
CC1(C)NC(=O)N(CC(O)CN2CCCCC2)C1=O (configuration not stated)	-37	8	x	4	-2	x	-2	x
COC(=O)c1cnn(-c2ccc(Cl)cc2)c1/C=N/NC(N)=S	28	-5	-2	13	-8	6	-20	0
CN(C)S(=O)(=O)c1cc(NC(=O)COC(=O)C2COc3ccccc3O2)ccc1Cl (configuration not stated)	21	x	5	x	x	-2	x	16
Nc1nnc(SCC(=O)Nc2cc(S(=O)(=O)N3CCOCC3)ccc2Cl)s1	-7	1	-3	4	-1	-8	-4	-4
O=C(NCc1ccncc1)c1ccccc1Nc1ccc(SC(F)F)cc1	-11	-2	-6	x	4	13	x	15
Cc1cc(-c2ccc(S(=O)(=O)N3CCc4ccccc4C3)s2)on1	19	-1	2	-10	2	-10	7	6
CC1(c2cccc(N)c2)OCCO1	7	5	-2	1	7	4	x	-35
Cc1n[nH]c(C)c1CCC(=O)N/N=C/c1cccs1	-2	-3	1	6	1	2	-2	x
CO[C@@H]1CN(C)C(=O)c2cc(NC(=O)C3CC3)ccc2OC[C@@H](C)N(C(=O)c2ccccc2F)C[C@H]1C	-8	-1	-3	-8	-14	5	x	5
COC(=O)c1ccc(C#Cc2ccccc2)o1	-13	3	3	x	-8	-29	1	x
Cc1ccc(C)c(OCc2cc(C(=O)NC3CCOC(C)(C)C3)no2)c1 (configuration not stated)	-102	1	4	x	3	-67	-5	-27

Continuation:
Structure	PAX8 inh HTS	Cneo AK release	CASP6 VEID inh	PGC1a acetyl inh	FN deposition inh	EWS-Fli inh	miR-122 sensor	LGR2 inh
Cc1csc2ncnc(NC3CCN(Cc4ccccc4)CC3)c12	6	-10	0	19	-6	17	-3	10
O=C(Cn1nnc2ccccc2c1=O)N[C@@H](Cc1ccccc1)C(=O)O	-11	15	-1	2	-11	-1	-7	2
Cc1ccc(N2C(=O)Nc3ccccc3C2(O)C(=O)N2CCN(c3ccccn3)CC2)cc1C (configuration not stated)	1	0	2	10	-3	-10	-1	-3
CSCC[C@H](NC(=O)C1CCN(S(=O)(=O)c2ccccc2)CC1)C(=O)NC1CC1	-11	1	0	-20	0	0	-1	-15
Cc1ncsc1CCOC(=O)C1C2CC3CC(C2)CC1C3 (configuration not stated)	6	3	-4	-3	-1	3	6	10
Nc1ccn([C@@H]2O[C@H](CNCC3=CCOc4ccc(O)cc43)[C@@H](O)[C@H]2O)c(=O)n1	-1	12	7	6	-5	-4	-5	-2
CCC(=O)Nc1ccc2c(c1)OC[C@@H](C)N(C(=O)NC(C)C)C[C@H](C)[C@H](OC)CN(C)C2=O	4	-4	-1	5	21	-4	-15[16.7 µM]	-8
O=C(NCC(=O)N(CC1CCCO1)C1(C(=O)NC2CCCCC2)CCCCC1)c1ccccc1 (configuration not stated)	x	-3	x	5	5	x	12	x
C/C=C/c1ccc2c(c1)O[C@@H](CN(C)C(=O)c1ccccc1F)[C@@H](C)CN([C@H](C)CO)S2(=O)=O	x	-2	2	-41	0	-2	10[16.7 µM]	-17
CCN(CC)C(=O)Cn1cc(SCC(=O)NCc2ccco2)c2ccccc21	13	x	1	x	x	6	x	14
COc1cc(CNn2cn[nH]c2=S)cc(Br)c1OCc1ccccc1F	16	x	5	x	-2	11	x	10
COc1ccccc1-c1cnc(C(O)c2ccccc2)[nH]1 (configuration not stated)	-79	-3	0	x	10	-24	0	-10

(continued)
Structure	PAX8 inh HTS	Cneo AK release	CASP6 VEID inh	PGC1a acetyl inh	FN deposition inh	EWS-Fli inh	miR-122 sensor	LGR2 inh
CCN1/C(=C2/SC(=S)N(NC(C)=O)C2=O)Sc2ccccc21	37	0	-1	x	3	1	7	x
COC(=O)[C@H](NCc1ccc(OC)c(B(O)O)c1)C(C)C	-13	1	-3	3	10	2	-8	-4
CO[C@@H]1CN(C)C(=O)c2ccc(NC(=O)c3ccccn3)cc2OC[C@@H](C)N(C(=O)C2CCC2)C[C@H]1C	-15	-1	-2	x	x	-15	11[16.7 µM]	x
O=C(NCC[C@H]1CC[C@@H](NS(=O)(=O)c2cccc(F)c2)[C@@H](CO)O1)Nc1cc(F)ccc1F	-6	2	0	-10	x	-1	x	7
CN1c2ccccc2-c2ccccc2S1(=O)=O	-24	0	10	10	12	-11	4	x
Cn1ccc2c(-c3ccc4c(c3)OCCO4)cc3c(c21)C1CCC3C1 (configuration not stated)	5	0	0	-7	10	-5	-2	9
O=C(Nc1ccc2nc(C(F)(F)F)[nH]c2c1)[C@@H]1O[C@H](CO)[C@@H](O)[C@H]1O	6	3	3	10	12	2	3	9
COc1cc(OC)c2c(c1)O/C(=C\c1ccccc1)C2=O	-133	1	-4	2	4	-124	0	-47
O=C(O)Cn1c(=O)c2cccn2c2ccccc21	10	3	-5	x	2	2	-3	8
CCOC(=O)c1ccc(NS(=O)(=O)c2cc3c4c(c2)CCN4C(=O)CC3)cc1	5	0	6	3	1	8	4	11
CCN(CC)C(=O)c1cccc(NC(=O)C2CCN(C(=O)c3cccs3)CC2)c1	4	-1	-3	8	-6	-5	x	3
Cc1ccc(-c2ccc(C(=O)NCc3ccccc3)o2)c2ccccc12	-23	-5	1	x	-10	8	x	x

(cont.)
Structure	PAX8 inh HTS	Cneo AK release	CASP6 VEID inh	PGC1a acetyl inh	FN deposition inh	EWS-Fli inh	miR-122 sensor	LGR2 inh
CCCNC(=O)C[C@H]1CC[C@@H]2[C@H](COc3ccc(NC(=O)c4cccc(Cl)c4)cc3C(=O)N2C)O1	1	0	-2	8	-9	0	15[16.7 µM]	-3
C[C@H](CO)N1C[C@H](C)[C@H](CN(C)C(=O)Nc2cccc3ccccc23)OCCCC[C@H](C)Oc2ccc(NC(=O)C3CCCCC3)cc2C1=O	-1	2	2	10	x	-22	1[16.7 µM]	u
Cc1noc(C)c1NC(=O)Nc1ccc2c(c1)C(=O)N(C)[C@@H]1CC[C@H](CC(=O)N[C@H]3CCN(Cc4ccccc4)C3)O[C@@H]1CO2	-1	100*	-2	6	6	2	47[16.7 µM]	-8
CC1=CC(C)(C)NC(=S)N1c1ccc([N+](=O)[O-])cc1	6	0	-1	3	0	11	-6	7
NC(=O)c1cc([N+](=O)[O-])c(Cl)cc1NCc1ccncc1	-25	-1	3	-1	6	7	0	6
COCC(=O)N1CCCCN2[C@H](C1)[C@H](c1ccc(-c3ccc(C)cc3)cc1)[C@@H]2CO	18	-1	0	-1	x	-4	8[16.7 µM]	-5
CC1(C)OC(=O)C2=C(C[C@@H](C3CCCCC3)O[C@H]2c2ccc(Cl)cc2)O1	12	-1	2	-21	2	1	2	-14
Cc1ccc(-c2nc(CS(=O)CC(=O)N3CCN(c4ncccn4)CC3)c(C)o2)cc1 (configuration not stated)	51	-4	-3	-5	0	8	-8	-27
COc1ccc(N(CC(=O)Nc2ccc(C)c(C)c2)S(=O)(=O)c2c(C)n[nH]c2C)cc1	15	6	x	x	-3	x	-2	x
CCCCOc1ccc(C(=O)NCC(=O)NNC(=O)C2COc3ccccc3O2)cc1 (configuration not stated)	12	0	2	-1	-4	-1	3	0
Cc1cccc(C)c1N(CC(O)Cn1c2ccccc2c2ccccc21)S(C)(=O)=O (configuration not stated)	x	1	x	-9	13	x	2	x
O=C(Nc1cccc(C(F)(F)F)c1)c1ccc(N2CCNCC2)c([N+](=O)[O-])c1	4	x	-1	-26	-2	21	-5	12
